Assay outcomes: PubChem, Sanford-Burnham Center for Chemical Genomics
ATG4B inhibitor – blocks human ATG4B protease cleavage of LC3 substrate; Q9Y4P1; ATG4B cleavage of LC3-PLA2, NBD-HPC fluorescence, 1 h; inhibition, % at 8.33 µM; 0.51% of 340,000 active; in the data active = inhibition above about 40%
MPTP inh – inhibitors of mitochondrial permeability transition pore | isolated mouse mitochondria, Ca2+ swelling absorbance, 30 min | inhibition, % at 10 µM | 1.4% of 360,000 active;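 active = inhibition of 50% or more, scaled per plate between neutral and stimulator controls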;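 also: 0% = DMSO wells given calcium and 100% = 1 mM EGTA wells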
SENP6 inh – inhibitors of human SENP6 protease. Q9GZR1. 1.8% of 330,000 active. inhibition, % at 10 µM. Recombinant SENP6 catalytic domain, aminoluciferin luminescence;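 active = inhibition above about 50% at the single tested dose, limit read from the data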;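 also: plate controls were DMSO wells with enzyme for no effect and DMSO wells lacking enzyme for full effect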
Target sequence (Q9GZR1 628-1112 limits assumed): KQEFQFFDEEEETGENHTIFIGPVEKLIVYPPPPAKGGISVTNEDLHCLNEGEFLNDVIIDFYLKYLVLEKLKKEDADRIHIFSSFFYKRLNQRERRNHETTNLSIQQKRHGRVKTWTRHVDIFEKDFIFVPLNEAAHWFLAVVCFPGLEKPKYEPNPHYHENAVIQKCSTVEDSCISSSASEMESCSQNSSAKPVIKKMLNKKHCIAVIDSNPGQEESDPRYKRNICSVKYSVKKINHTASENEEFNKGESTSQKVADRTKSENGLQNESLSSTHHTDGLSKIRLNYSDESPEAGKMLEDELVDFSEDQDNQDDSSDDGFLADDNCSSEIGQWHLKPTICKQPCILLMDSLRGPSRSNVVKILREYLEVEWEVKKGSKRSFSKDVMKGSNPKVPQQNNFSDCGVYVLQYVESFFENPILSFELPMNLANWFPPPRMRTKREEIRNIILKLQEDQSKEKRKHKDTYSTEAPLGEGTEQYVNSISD
SENP7 block – SENP7 protease inhibition. AID 434973. inhibition, % at 5 µM. recombinant SENP7, Z-RLRGG-aminoluciferin luminescence, 40 min. 1.5% of 330,000 active. Q9BQF6;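 active = inhibition above about 50% at the single test dose, limit read from the data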;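 also: plate controls were DMSO with enzyme for no effect and no enzyme buffer wells for full effect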
HKDC1 inh – inhibitors of human hexokinase HKDC1; inhibition, % at 20 µM; recombinant HKDC1, G6PDH/diaphorase resazurin coupled fluorescence; 0.16% of 340,000 active;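 active = inhibition above about 35% when tested at 20 µM, limit read from the data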;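 also: plate controls were DMSO wells with enzyme for no effect and DMSO wells lacking enzyme for full effect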
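Test system: HK5 enzyme. Quantity: 5 µg/mL HK5 final. Reagent: glucose and ATP substrates. Schedule: 90 min reaction incubation at room temperature, dark. Technique: resazurin-to-resorufin fluorescence via G6PDH and diaphorase coupling, 525/613 nm. Control set: DMSO wells with and without enzyme mix.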
NR3A LBD binder – NR3A (human) ligand-binding domain modulation. Tm shift relative to glycine control, % at 25 µM. 2.5% of 340,000 active. NR3A LBD differential scanning fluorimetry, Tm shift; 0% = protein alone, 100% = glycine-bound protein. AID 1259313;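 active = melting temperature shift of at least 10% of the positive control shift, at one fixed dose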
PfG6PD inh – PfG6PD (Plasmodium falciparum) enzyme inhibition | PfGluPho enzyme, NADPH resazurin-diaphorase fluorescence | inhibition, % at 20 µM | 0.78% of 350,000 active | AID 504690;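 active = inhibition reaching at least a set limit at 20 µM in the primary screen, cut at about 59% in these data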;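 also: 0% = DMSO wells with substrate and 100% = DMSO wells lacking glucose-6-phosphate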
SENP8 inh – SENP8 (human) protease inhibition; 0.64% of 360,000 active; recombinant SENP8, Nedd8 substrate fluorescence; Q96LD8; inhibition, % at 20 µM; in the data active = inhibition mostly above about 40%, no sharp cut-off; inactive = mostly below about 27%
Target sequence (Q96LD8 whole entry, looked up): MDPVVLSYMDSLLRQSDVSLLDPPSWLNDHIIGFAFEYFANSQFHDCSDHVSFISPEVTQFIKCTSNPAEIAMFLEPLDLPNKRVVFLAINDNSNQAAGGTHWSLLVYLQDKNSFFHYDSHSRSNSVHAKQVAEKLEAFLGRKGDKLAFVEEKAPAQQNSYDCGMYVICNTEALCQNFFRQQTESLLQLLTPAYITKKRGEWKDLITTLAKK
* hit, by the source's call; . = no result given.

SMILES	ATG4B inhibitor	MPTP inh	SENP6 inh	SENP7 block	HKDC1 inh	NR3A LBD binder	PfG6PD inh	SENP8 inh
C#CCOCCOCCOCCNc1nc(N2CCN(C(=O)[C@H]([C@@H](C)CC)n3cc(CCCN=C(N)N)nn3)CC2)nc(N2CCN(C(=O)[C@H](CCCCN)n3cc(CC(C)O)nn3)CC2)n1 (stereo partly specified)	-5	-1.4	-5	-8	-7	0	-2	5
CC(=O)N1CCN(CCN=CC2=C(O)CC(c3ccco3)CC2=O)CC1 (stereo unspecified)	-9	-0.6	0	-2	-5	0	-4	11
O=C(CCSc1nc(-c2ccco2)cc(C(F)(F)F)n1)N1CCN(c2ccccn2)CC1	3	1.8	2	-8	8	-2	9	2
C/C(=N/NC(=O)c1ccc(Cl)s1)c1ccc(NC(=O)COc2ccc(Cl)cc2)cc1	-6	0.4	-6	-10	-3	-3	2	-188
COc1ccc(N2CCN(C(=O)c3cc(=O)[nH]c4ccccc34)CC2)cc1	-7	-0.4	-16	-2	-6	1	2	-2
COC(=O)c1ccccc1NC(=O)CSc1nc(O)c(-c2ccccc2)c(=O)[nH]1	8	3.9	-5	3	-14	1	-22	-3
CN(C)S(=O)(=O)c1ccc(NC(=O)Cn2c(-c3ccccc3)noc2=O)cc1	-4	-0.2	-4	-1	4	-7	-3	16
CCCN(CCC)c1nc2ccccc2nc1C(C#N)C(=O)OCCOC (stereo unspecified)	-5	1.0	7	0	3	0	19	-381
CC(CC(=O)N1CCc2ccccc21)c1ccccc1 (stereo unspecified)	13	2.1	-2	6	5	-1	0	12
COc1ccc(Nc2nnc(-c3ccc(C)cc3)c3ccccc23)cc1C(=O)N1CCCCC1	7	9.7	-4	-3	-1	-3	0	-82
CC(O)c1ccc(OCCN(C)c2ccccn2)cc1 (stereo unspecified)	10	-1.2	9	10	-4	-1	-5	-20
CC(C)(C)c1ccc(C(=O)c2c[nH]c(C(=O)NCCc3ccccn3)c2)cc1	-15	-2.9	-4	-6	-6	-2	-1	9
[O-][N+](=C(c1ccccc1)c1ccccc1)c1ccccc1	4	-0.8	.	.	8	-9	55	18
CNC(=O)c1[nH]cnc1C(=O)N[C@@H](CC(C)C)C(=O)OCc1ccccc1	1	-1.4	3	-13	-3	-3	4	20
CCCCSCc1[nH]c(=O)[nH]c1C(=O)CCCCC(=O)OCC	-9	0.2	-18	1	1	2	8	-2

In another format: entries from further up
> O=C(CCSc1nc(-c2ccco2)cc(C(F)(F)F)n1)N1CCN(c2ccccn2)CC1
  ATG4B inhibitor = 3	MPTP inh = 1.8	SENP6 inh = 2	SENP7 block = -8	HKDC1 inh = 8	NR3A LBD binder = -2	PfG6PD inh = 9	SENP8 inh = 2

> C/C(=N/NC(=O)c1ccc(Cl)s1)c1ccc(NC(=O)COc2ccc(Cl)cc2)cc1
  ATG4B inhibitor = -6	MPTP inh = 0.4	SENP6 inh = -6	SENP7 block = -10	HKDC1 inh = -3	NR3A LBD binder = -3	PfG6PD inh = 2	SENP8 inh = -188

> COc1ccc(N2CCN(C(=O)c3cc(=O)[nH]c4ccccc34)CC2)cc1
  ATG4B inhibitor = -7	MPTP inh = -0.4	SENP6 inh = -16	SENP7 block = -2	HKDC1 inh = -6	NR3A LBD binder = 1	PfG6PD inh = 2	SENP8 inh = -2

(listing goes on)
SMILES	ATG4B inhibitor	MPTP inh	SENP6 inh	SENP7 block	HKDC1 inh	NR3A LBD binder	PfG6PD inh	SENP8 inh
COc1ccc(NC(C)=O)cc1NC(C)c1nc2sc(C)c(C)c2c(=O)[nH]1 (stereo unspecified)	-9	-0.1	-12	4	12	-1	27	-140
Cc1cc(-n2c(C)cc(C(=O)CSc3nncn3C)c2C)no1	-1	-0.4	7	-3	-5	-1	29	0
Cc1ccc(C2=NNC(=O)C(c3c[nH]c4ccccc34)C2)cc1 (stereo unspecified)	-9	-0.9	1	3	0	0	13	-10
O=C1c2ccccc2NC(c2ccccc2)N1Cc1ccccc1 (stereo unspecified)	-2	4.8	-3	8	2	0	0	-439
CCc1cc(C(=O)Nc2cc(S(=O)(=O)N(CC)CC)ccc2N2CCN(C)CC2)sc1C	-2	-1.3	0	-2	-1	-2	22	-19
O=C(O)c1cc(N=Nc2c(O)[nH]c3ccc([N+](=O)[O-])cc23)ccc1Cl	4	0.4	54*	49	9	4	-14	30
CCN1C(=O)c2cccc3c(S(=O)(=O)NCc4ccco4)ccc1c23	-3	-1.1	34	4	9	-1	43	-308
CCOc1ccc(OCCOCCn2ccnc2)cc1	-4	-0.2	1	-3	-11	1	1	14
COc1ccccc1CNC(=O)C(C)NS(=O)(=O)c1ccc(Br)cc1 (stereo unspecified)	-1	-0.7	-17	-1	0	-1	-5	18
COC(=O)c1ccc2ccccc2n1	-19	-1.9	-2	5	2	-2	-14	5
CCC(C(N)=NCCc1ccc(OC)c(OC)c1)c1ccccc1 (stereo unspecified)	-2	-0.3	1	-4	-2	0	5	23
COCC(=O)Nc1c(C(=O)Nc2ccccc2OC)oc2ccccc12	-12	-2.8	-16	3	-5	10	-11	-21
CC1=C(C(=O)OCc2ccccc2)C(c2ccccc2Cl)NC(=O)N1CCCCCC(=O)O (stereo unspecified)	-13	-1.8	-2	5	-1	0	0	12
Cn1c(=O)[nH]c(=O)c2c1nc1n2CCCS1	-2	1.0	-11	-5	1	-1	-6	8
Cc1cccc(NC(=O)C2CCCN2C(=O)OCc2ccccc2)c1 (stereo unspecified)	-1	0.0	-4	-6	-1	2	11	-47

(cont.)
SMILES	ATG4B inhibitor	MPTP inh	SENP6 inh	SENP7 block	HKDC1 inh	NR3A LBD binder	PfG6PD inh	SENP8 inh
CN(CC(=O)Nc1ccc(Cl)cc1)C(=O)CCc1c[nH]c2ccccc12	-11	-2.4	-3	-5	-2	-2	43	3
Cc1ccc(S(=O)(=O)NC(=O)COc2cc(C)ccc2C(C)C)cc1	-2	-1.1	2	-1	3	1	-24	8
CCc1cc2c(cc3c(=O)n(CC(=O)NCCCN(CC)CC)nc(CC)n32)s1	-3	-0.5	11	0	0	2	0	0
Cn1c(SCc2ccon2)nc2ccccc2c1=O	-17	0.4	-7	-4	0	0	0	8
CCCNC(=O)c1ccc2snnc2c1	6	0.5	-6	-2	-5	-3	-6	21
O=C(COC(=O)c1ccc2[nH]c3c(c2c1)CCCC3)NC1CCS(=O)(=O)C1 (stereo unspecified)	-15	-1.9	-15	-9	1	1	8	-40
CN1CCN(C(=S)Nc2cc(S(=O)(=O)N3CCOCC3)ccc2Cl)CC1	4	0.7	-3	-7	-5	-3	6	25
CCn1cc(CN(C)S(=O)(=O)c2cccc([N+](=O)[O-])c2)cn1	-1	-0.7	-12	-3	-4	0	22	7
CCOC(=O)c1ccc(Oc2cc(C)nc(SC)n2)cc1	-3	1.9	9	0	0	-1	-5	27
COc1ccccc1CC(=O)OC(C)C(=O)Nc1ccc(S(=O)(=O)N2CCCCC2)cc1 (stereo unspecified)	-14	-0.5	-7	-5	-2	-7	2	2
CC(C)(C)N1CC2(c3ccccc3)CN(C(C)(C)C)CC(c3ccccc3)(C1)C2=O	-10	1.3	0	2	-2	-1	1	36
CCc1cccc(OCCCn2ccnc2)c1	0	0.1	-16	-5	-4	-1	-7	11
Cc1ccc(N2CC(C(=O)Nc3nnc(C)s3)CC2=O)cc1 (stereo unspecified)	0	-0.6	4	5	-4	-1	8	14
Cc1noc(C)c1CSc1ccc(Br)cc1	-9	1.6	-15	5	-10	3	12	2
COc1ccc(/C=N/N2CCN(C)CC2)cc1OC	5	-2.3	-1	-5	-5	0	-4	24

New compounds follow.
SMILES	ATG4B inhibitor	MPTP inh	SENP6 inh	SENP7 block	HKDC1 inh	NR3A LBD binder	PfG6PD inh	SENP8 inh
CCOCC(=O)Nc1ccc(F)c(F)c1	4	-2.4	-10	-11	-4	-3	-2	32
O=C(O)c1cnccn1	1	1.0	1	5	-6	2	-10	6
COc1cccc(OC)c1C(=O)NC(=S)Nc1ccc2oc(=O)ccc2c1	-1	1.5	-11	-10	-10	5	1	2
CCOc1ccc(OCC)c(NC(=O)CN(C)S(=O)(=O)c2cccc3nsnc23)c1	-3	-0.3	-11	-5	0	-1	2	22
N#C/C(=C\c1cccc(O)c1)C(=O)N1CCCCC1	-2	0.5	-21	2	1	-1	-6	17
Cc1ccccc1NS(=O)(=O)c1cc(C(=O)Nc2ccccc2-c2ccccc2)ccc1Cl	14	0.7	9	-3	1	-1	-14	8
Cn1c(-c2ccccc2)cnc1NCc1cc(Cl)ccc1O	-3	1.2	13	8	-5	3	3	-2
O=C(c1ccc2nc(-c3ccco3)c(-c3ccco3)nc2c1)N1CCN(c2ccccc2)CC1	-12	-0.3	12	1	3	-3	21	-203
CCC(=O)N1COC[C@@H]1Cc1ccccc1	1	0.4	-14	6	-10	1	-18	12
CC(=O)N1CCc2cc(S(=O)(=O)C(C)CC(=O)NCc3ccc(C)o3)ccc21 (stereo unspecified)	2	-0.3	5	4	-2	-3	-4	3
COc1ccc(/C=N/NC(=O)c2cc3c(ccc4ccccc43)o2)c(OC)c1	-14	0.3	10	4	3	7	-4	-442
Cc1ccc2nc(Cl)c3cc(C(=O)N(CCN(C)C)Cc4ccco4)sc3c2c1	-13	-3.3	-5	9	0	-8	27	-47
CC(=O)c1cccc(NC(=O)CSc2ccc(-c3sc(C)nc3C)nn2)c1	2	-1.5	6	-3	-1	0	8	0
O=C(CCC1CCCC1)Nc1ccc([N+](=O)[O-])cn1	-5	1.4	-5	-8	2	0	5	20
CCCCNC(=S)Nc1cc([N+](=O)[O-])ccc1C	22	39	-9	-6	-8	0	2	16

The list continues.
SMILES	ATG4B inhibitor	MPTP inh	SENP6 inh	SENP7 block	HKDC1 inh	NR3A LBD binder	PfG6PD inh	SENP8 inh
Cc1ccc(-n2c(C(C)n3nc(C)c([N+](=O)[O-])c3C)n[nH]c2=S)cc1 (stereo unspecified)	6	1.6	-13	0	-4	-1	34	15
CCC1=Nc2cc(C(=O)NCCCN3CCN(C)CC3)ccc2Sc2ccccc21	12	-2.0	6	-5	-10	0	-2	10
Cc1ccc(C2=C/C(=C/c3cccnc3)C(=O)O2)c(C)c1	-3	3.1	-19	-3	3	0	-14	-322
O=C(c1cc(S(=O)(=O)N2CCOCC2)ccc1F)N1CCN(Cc2ccccc2)CC1	7	12	-19	5	13	0	-17	7
CC(=O)Nc1ccc(Br)c2ccccc12	-9	1.1	1	-2	-5	0	2	8
COc1ccccc1C1CC(c2cccc(NS(C)(=O)=O)c2)=NN1S(=O)(=O)c1ccccc1 (stereo unspecified)	-13	1.1	5	-3	-3	-2	-13	4
CN(NC(=O)c1ccc(Cl)cc1)c1ncc(C(F)(F)F)cc1Cl	-9	13	3	7	3	1	7	14
COc1ccccc1CN1CC(C(=O)N(Cc2cnn(C)c2)C(C)C)CCC1=O (stereo unspecified)	20	1.2	-3	-1	-4	-1	9	-2
